Screening results (PubChem BioAssay)
BioA inh: M. tuberculosis BioA enzyme inhibitors, primary screen, biochemical, plate reader, single point, HTS; 7,8-diaminopelargonic acid synthase BioA (Mycobacterium tuberculosis); purified M. tuberculosis BioA enzyme; inhibition, % at 9.99 µM; 360,000 compounds, 0.096% hits; AID 602481, 2012; in the data active means inhibition above about 40%
TcdB inh: TcdB glycohydrolase inhibitors, primary screen, biochemical, single point, plate reader | Toxin B (Clostridioides difficile), P18177 | AID 652162, 2013 | 350,000 compounds, 0.24% hits | inhibition, % at 9.99 µM | TcdB glycohydrolase enzymatic assay; in the data active means inhibition above about 10%
Target sequence (P18177 whole entry, looked up): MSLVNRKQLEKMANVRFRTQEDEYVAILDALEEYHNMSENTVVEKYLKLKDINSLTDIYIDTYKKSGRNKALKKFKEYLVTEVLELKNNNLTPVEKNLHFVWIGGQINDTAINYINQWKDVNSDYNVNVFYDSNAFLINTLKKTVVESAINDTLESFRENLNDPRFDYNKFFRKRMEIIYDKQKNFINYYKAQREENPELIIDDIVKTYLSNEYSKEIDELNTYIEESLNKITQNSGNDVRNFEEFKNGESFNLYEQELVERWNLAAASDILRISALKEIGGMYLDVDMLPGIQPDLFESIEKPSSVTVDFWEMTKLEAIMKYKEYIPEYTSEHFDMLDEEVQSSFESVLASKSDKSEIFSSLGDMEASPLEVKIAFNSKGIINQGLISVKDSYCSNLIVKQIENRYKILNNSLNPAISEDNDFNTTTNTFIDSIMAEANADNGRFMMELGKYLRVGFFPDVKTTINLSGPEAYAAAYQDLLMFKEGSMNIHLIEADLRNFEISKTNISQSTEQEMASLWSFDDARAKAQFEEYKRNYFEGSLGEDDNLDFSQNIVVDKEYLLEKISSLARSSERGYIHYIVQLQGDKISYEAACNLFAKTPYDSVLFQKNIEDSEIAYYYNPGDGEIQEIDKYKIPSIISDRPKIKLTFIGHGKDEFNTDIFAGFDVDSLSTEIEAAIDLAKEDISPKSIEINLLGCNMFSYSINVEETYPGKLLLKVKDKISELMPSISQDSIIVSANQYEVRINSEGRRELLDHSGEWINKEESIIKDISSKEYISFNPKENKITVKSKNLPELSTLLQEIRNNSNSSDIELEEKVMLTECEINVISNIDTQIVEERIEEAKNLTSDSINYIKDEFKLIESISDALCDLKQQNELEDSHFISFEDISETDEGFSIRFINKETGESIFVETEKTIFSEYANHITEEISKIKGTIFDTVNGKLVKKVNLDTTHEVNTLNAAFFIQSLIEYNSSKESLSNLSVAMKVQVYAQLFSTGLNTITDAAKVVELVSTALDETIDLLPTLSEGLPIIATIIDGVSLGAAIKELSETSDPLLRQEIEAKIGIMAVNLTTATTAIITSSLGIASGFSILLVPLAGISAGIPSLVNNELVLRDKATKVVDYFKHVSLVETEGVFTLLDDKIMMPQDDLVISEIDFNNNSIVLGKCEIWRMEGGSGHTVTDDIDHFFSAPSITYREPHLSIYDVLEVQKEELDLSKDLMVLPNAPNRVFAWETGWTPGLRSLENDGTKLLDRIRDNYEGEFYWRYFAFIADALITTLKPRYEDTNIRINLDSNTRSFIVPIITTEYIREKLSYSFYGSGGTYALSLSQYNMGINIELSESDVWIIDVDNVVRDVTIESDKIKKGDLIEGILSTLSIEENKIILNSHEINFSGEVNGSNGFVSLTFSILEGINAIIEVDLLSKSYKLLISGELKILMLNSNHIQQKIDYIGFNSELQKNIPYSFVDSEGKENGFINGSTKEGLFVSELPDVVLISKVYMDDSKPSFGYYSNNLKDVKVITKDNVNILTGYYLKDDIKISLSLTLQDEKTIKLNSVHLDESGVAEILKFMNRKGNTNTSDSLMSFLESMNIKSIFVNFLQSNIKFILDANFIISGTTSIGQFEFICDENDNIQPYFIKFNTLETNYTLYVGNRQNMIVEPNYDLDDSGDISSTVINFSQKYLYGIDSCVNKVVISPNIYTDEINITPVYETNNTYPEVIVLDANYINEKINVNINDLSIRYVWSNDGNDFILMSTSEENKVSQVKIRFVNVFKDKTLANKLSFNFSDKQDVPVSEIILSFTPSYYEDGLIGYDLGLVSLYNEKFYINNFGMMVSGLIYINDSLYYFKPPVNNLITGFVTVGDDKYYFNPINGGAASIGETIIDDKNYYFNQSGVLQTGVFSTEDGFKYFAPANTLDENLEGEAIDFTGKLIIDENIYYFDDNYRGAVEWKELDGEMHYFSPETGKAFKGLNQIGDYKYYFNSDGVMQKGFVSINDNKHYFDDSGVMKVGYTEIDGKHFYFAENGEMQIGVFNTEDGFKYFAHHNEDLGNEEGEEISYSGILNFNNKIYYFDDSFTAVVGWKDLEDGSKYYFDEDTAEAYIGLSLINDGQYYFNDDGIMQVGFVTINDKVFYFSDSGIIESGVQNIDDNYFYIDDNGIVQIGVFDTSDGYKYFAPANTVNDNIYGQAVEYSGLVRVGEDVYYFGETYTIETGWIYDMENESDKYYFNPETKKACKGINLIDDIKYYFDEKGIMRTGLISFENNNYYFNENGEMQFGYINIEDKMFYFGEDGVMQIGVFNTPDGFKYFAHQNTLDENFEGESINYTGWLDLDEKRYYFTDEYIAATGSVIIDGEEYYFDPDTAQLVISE
The depositor's hits bear a star; & = joins results of further samples.

Screening C[C@@H]1CN([C@@H](C)CO)C(=O)c2cc(C3=CCCC3)cnc2O[C@H]1CN(C)C(=O)Nc1ccc(F)cc1 returned BioA inh 1.4 and TcdB inh 0.7.
`Cc1ccc(-c2ccc([C@H]3[C@@H](CO)N4CCCCN(C(=O)c5ccncc5)C[C@@H]34)cc2)cc1` gave BioA inh 6.1 and TcdB inh -0.3.
`COc1ccc(-c2cnc3c(c2)C(=O)N([C@H](C)CO)C[C@H](C)[C@H](CN(C)Cc2cccc(C(F)(F)F)c2)O3)cc1` gave BioA inh -0.5 and TcdB inh 1.7.
`C[C@@H]1CN([C@H](C)CO)C(=O)c2cc(NC(=O)NC3CCCCC3)ccc2O[C@H]1CN(C)Cc1ccccc1` gave BioA inh -0.1 and TcdB inh 0.6.
Screening COc1cccc(-c2cnc3c(c2)C(=O)N([C@@H](C)CO)C[C@H](C)[C@@H](CN(C)Cc2cccnc2)O3)c1 returned BioA inh 2.5 and TcdB inh 1.5.
For C[C@H](CO)N1C[C@H](C)[C@H](CN(C)C(=O)c2ccccn2)Oc2ncc(-c3ccccc3)cc2C1=O the results were BioA inh -1.5 and TcdB inh -3.4.
C[C@H]1CN([C@@H](C)CO)C(=O)c2cccc(NC(=O)c3ccncc3)c2O[C@@H]1CN(C)Cc1ccccc1 was read as BioA inh 0.5 and TcdB inh -1.3.
For C[C@@H]1CN([C@@H](C)CO)C(=O)Cc2cc(NC(=O)Cc3ccccc3)ccc2O[C@@H]1CN(C)C(=O)Nc1ccc2c(c1)OCO2 the results were BioA inh 0.2 and TcdB inh 1.9.
Screening Cc1cccc(-c2ccc([C@H]3[C@@H](CO)N4CCCCN(C(=O)c5cccnc5)C[C@H]34)cc2)c1 returned BioA inh -1.8 and TcdB inh 0.2.
Screening O=C(C[C@H]1CC[C@@H]2[C@H](COC[C@H](O)CN2Cc2ccc3c(c2)OCO3)O1)Nc1ccccc1 returned BioA inh 5.3 and TcdB inh 0.2.
CCC(=O)N(C)C[C@H]1Oc2ncc(C3=CCCC3)cc2C(=O)N([C@@H](C)CO)C[C@@H]1C was read as BioA inh -2.6 and TcdB inh -0.3.
C[C@@H]1CN([C@@H](C)CO)C(=O)c2cc(NC(=O)CCN3CCOCC3)ccc2O[C@@H]1CN(C)Cc1ccc(Cl)c(Cl)c1 was read as BioA inh 0.4 and TcdB inh -1.1.
`C/C=C/c1ccc([C@H]2[C@@H](CO)N3CCCCN(S(=O)(=O)c4cccs4)C[C@H]23)cc1` gave BioA inh 1.0 and TcdB inh 1.5.
Screening CCCN1[C@@H]2Cn3c(ccc(-c4ccncc4)c3=O)[C@H]1[C@@H](C(=O)NCC1CC1)[C@@H]2CO returned BioA inh -0.9 and TcdB inh 1.9.
Screening C[C@H](O)C#Cc1ccc2c(c1)O[C@H](CN(C)C(=O)Cc1ccccn1)[C@H](C)CN([C@@H](C)CO)S2(=O)=O returned BioA inh 1.7 and TcdB inh -6.5.
Screening C[C@H](CO)N1C[C@H](C)[C@H](CN(C)C(=O)Nc2ccc(C(F)(F)F)cc2)Oc2ccc(NC(=O)Cn3cnnn3)cc2CC1=O returned BioA inh 2.7 and TcdB inh -0.1.
`CC(C)NC(=O)Nc1ccc2c(c1)CC(=O)N([C@@H](C)CO)C[C@@H](C)[C@@H](CN(C)C(=O)Nc1ccccc1)O2` gave BioA inh 0.5 and TcdB inh -0.3.
For COc1ccccc1S(=O)(=O)N1C[C@H](O)COC[C@@H]2O[C@H](CC(=O)O)CC[C@H]21 the results were BioA inh -1.6 and TcdB inh -1.3.
`C[C@H](CO)N1C[C@H](C)[C@@H](CN(C)S(=O)(=O)c2cn(C)cn2)Oc2cc(C#Cc3ccccc3)ccc2S1(=O)=O` gave BioA inh -3.1 and TcdB inh 0.2.
CCS(=O)(=O)Nc1ccc2c(c1)C(=O)N(C)[C@H]1CC[C@H](CC(=O)OC)O[C@H]1CO2 was read as BioA inh 12 and TcdB inh -7.4.
`N#C[C@@H]1[C@@H](c2ccccc2)[C@@H](CO)N1C(=O)c1ccccc1F` gave BioA inh 0.2 and TcdB inh -0.8.
Screening C[C@H](CO)N1C[C@H](C)[C@H](CN(C)Cc2ccc(F)cc2)Oc2ncc(Br)cc2C1=O returned BioA inh 0.9 and TcdB inh -0.1&-0.7.
`CO[C@H]1CN(C)C(=O)c2ccc(NC(=O)Nc3ccccc3)cc2OC[C@H](C)NC[C@H]1C` gave BioA inh 1.4 and TcdB inh 0.7.
Screening CO[C@H]1CC[C@@H]2CCOc3ccc(C#N)cc3C(=O)N(C)C[C@@H](C)C(=O)N(C)C[C@@H]1O2 returned BioA inh -0.4 and TcdB inh 0.5.
`CO[C@@H]1CN(C)C(=O)c2ccc(NS(=O)(=O)c3cn(C)cn3)cc2OC[C@@H](C)N(CCC(F)(F)F)C[C@H]1C` gave BioA inh -1.0 and TcdB inh -1.1.
`C[C@@H]1CN([C@H](C)CO)C(=O)Cc2cc(NC(=O)Nc3ccccc3)ccc2O[C@H]1CN(C)C(=O)Nc1cccc2ccccc12` gave BioA inh -2.3 and TcdB inh 1.5.
Screening C[C@@H]1CN([C@@H](C)CO)C(=O)c2cc(NC(=O)CCCN(C)C)ccc2O[C@H]1CN(C)C(=O)NC1CCCCC1 returned BioA inh 1.3 and TcdB inh -0.4.
CC(C)NC(=O)N(C)C[C@H]1Oc2ccc(NC(=O)C3CC3)cc2C(=O)N([C@@H](C)CO)C[C@H]1C was read as BioA inh -1.1 and TcdB inh 0.3.
For O=C(C[C@H]1C=C[C@@H](NC(=O)Nc2cc(F)ccc2F)[C@@H](CO)O1)NCc1ccc2c(c1)OCO2 the results were BioA inh 0.6 and TcdB inh 2.0.
For COc1ccc(S(=O)(=O)N[C@H]2C=C[C@H](CC(=O)N3CCC(Cc4ccccc4)CC3)O[C@@H]2CO)cc1 the results were BioA inh 3.8 and TcdB inh 1.4.
For CC(C)CNC(=O)[C@@]1(c2ccc([N+](=O)[O-])cc2)CC(=O)N(CC23CC4CC(CC(C4)C2)C3)[C@@H]1c1ccc(CO)cc1 the results were BioA inh -1.8 and TcdB inh 1.8.
Screening Cc1noc(C)c1NC(=O)Nc1ccc2c(c1)C(=O)N([C@H](C)CO)C[C@@H](C)[C@H](CN(C)C(=O)Nc1ccc(C(F)(F)F)cc1)OCCCC[C@H](C)O2 returned BioA inh -0.8 and TcdB inh -1.8.
For C[C@@H]1CCCCO[C@H](CN(C)C(=O)CCCN(C)C)[C@@H](C)CN([C@H](C)CO)C(=O)c2cc(NC(=O)Nc3ccc(F)cc3)ccc2O1 the results were BioA inh -2.3 and TcdB inh -2.7.
For O=C(C[C@H]1CC[C@H]2[C@@H](COC[C@@H](O)CN2C(=O)c2ccccc2)O1)NCc1cccc(F)c1 the results were BioA inh -1.0 and TcdB inh -0.7.
Screening CO[C@H]1CN(C)C(=O)c2ccc(NC(=O)c3cccc(F)c3)cc2OC[C@@H](C)NC[C@@H]1C returned BioA inh 2.5 and TcdB inh -0.1.
`C[C@H]1CN([C@@H](C)CO)C(=O)c2cc(C#Cc3ccncc3)cnc2O[C@@H]1CN(C)CC1CCCCC1` gave BioA inh 0.6 and TcdB inh 0.0.
`C[C@@H](NC(=O)C[C@H]1C=C[C@H](NC(=O)CN2CCOCC2)[C@@H](CO)O1)c1ccccc1` gave BioA inh -0.2 and TcdB inh 0.3.
CO[C@H]1CN(C)C(=O)c2cc(NC(=O)Nc3cc(F)ccc3F)ccc2OC[C@@H](C)N(C(=O)c2cnccn2)C[C@H]1C was read as BioA inh 1.6 and TcdB inh 0.7.
Screening COCC(=O)Nc1ccc2c(c1)C(=O)N(C)C[C@H](OC)[C@@H](C)CN(C(=O)c1ccccc1F)[C@H](C)CO2 returned BioA inh 0.7 and TcdB inh 0.2.
Screening COc1cccc(S(=O)(=O)N(C)C[C@@H]2Oc3ncc(C#CCC(C)C)cc3C(=O)N([C@@H](C)CO)C[C@H]2C)c1 returned BioA inh -2.0 and TcdB inh 1.5.

Next section, overlapping the part above by 6 compounds.
Screening CO[C@H]1CN(C)C(=O)c2ccc(NC(=O)c3cccc(F)c3)cc2OC[C@@H](C)NC[C@@H]1C returned BioA inh 2.5 and TcdB inh -0.1.
`C[C@H]1CN([C@@H](C)CO)C(=O)c2cc(C#Cc3ccncc3)cnc2O[C@@H]1CN(C)CC1CCCCC1` gave BioA inh 0.6 and TcdB inh 0.0.
`C[C@@H](NC(=O)C[C@H]1C=C[C@H](NC(=O)CN2CCOCC2)[C@@H](CO)O1)c1ccccc1` gave BioA inh -0.2 and TcdB inh 0.3.
CO[C@H]1CN(C)C(=O)c2cc(NC(=O)Nc3cc(F)ccc3F)ccc2OC[C@@H](C)N(C(=O)c2cnccn2)C[C@H]1C was read as BioA inh 1.6 and TcdB inh 0.7.
Screening COCC(=O)Nc1ccc2c(c1)C(=O)N(C)C[C@H](OC)[C@@H](C)CN(C(=O)c1ccccc1F)[C@H](C)CO2 returned BioA inh 0.7 and TcdB inh 0.2.
Screening COc1cccc(S(=O)(=O)N(C)C[C@@H]2Oc3ncc(C#CCC(C)C)cc3C(=O)N([C@@H](C)CO)C[C@H]2C)c1 returned BioA inh -2.0 and TcdB inh 1.5.
`CNC[C@@H]1Oc2cc(-c3cncnc3)ccc2S(=O)(=O)N([C@@H](C)CO)C[C@H]1C` gave BioA inh -1.7 and TcdB inh -0.6.
`CN1C(=O)c2cc(NC(=O)Nc3cccc(C#N)c3)ccc2OC[C@H]2O[C@@H](CC(=O)Nc3ccc4c(c3)CCC4)CC[C@@H]21` gave BioA inh -2.0 and TcdB inh 0.1.
Screening C[C@H]1CCCCO[C@H](CN(C)C(=O)CCC(F)(F)F)[C@@H](C)CN([C@@H](C)CO)C(=O)c2cc(NC(=O)CCC(F)(F)F)ccc2O1 returned BioA inh -0.9 and TcdB inh 0.3.
Screening C[C@H]1CN([C@@H](C)CO)C(=O)c2cc(-c3ccc(F)cc3)cnc2O[C@@H]1CN(C)C(=O)c1ccccc1F returned BioA inh 1.3 and TcdB inh -2.3.
`C[C@H]1CN([C@@H](C)CO)C(=O)c2c(c3ccccc3n2C)-c2ccccc2CO[C@@H]1CN(C)C(=O)c1ccncc1` gave BioA inh -0.9 and TcdB inh -0.1.
COc1ccc(NC(=O)N(C)C[C@H]2Oc3ccc(NC(=O)CCCCCC(=O)Nc4ccccc4N)cc3CC(=O)N([C@@H](C)CO)C[C@@H]2C)cc1 was read as BioA inh 0.8 and TcdB inh -4.4.
Screening C[C@H](CO)N1C[C@H](C)[C@@H](CN(C)C(=O)Nc2cccc3ccccc23)Oc2ccc(NS(=O)(=O)c3ccc(F)cc3)cc2C1=O returned BioA inh -0.7 and TcdB inh -5.4.
For CN(C)CC(=O)N1CCCCN2[C@H](CO)[C@H](c3ccc(-c4ccccc4)cc3)[C@@H]2C1 the results were BioA inh 1.3 and TcdB inh 1.0.
For C[C@@H]1CN([C@H](C)CO)C(=O)c2cc(NC(=O)Cc3ccccc3)ccc2O[C@H]1CN(C)C(=O)Nc1ccc(C(F)(F)F)cc1 the results were BioA inh -1.7 and TcdB inh -1.9.
`CNC[C@@H]1Oc2ccc(NS(=O)(=O)c3cccs3)cc2C(=O)N([C@@H](C)CO)C[C@@H]1C` gave BioA inh -1.1 and TcdB inh 1.0.
C[C@@H]1CCCCO[C@H](CN(C)C(=O)Cc2ccccc2)[C@@H](C)CN([C@H](C)CO)C(=O)c2cc(NS(C)(=O)=O)ccc2O1 was read as BioA inh 13 and TcdB inh -1.6.
Screening CCCN1C[C@@H](C)[C@H](OC)CN(C)C(=O)c2ccc(NC(=O)c3cccc(F)c3)cc2OC[C@@H]1C returned BioA inh 1.9 and TcdB inh 0.3.
Screening C[C@H](CO)N1C[C@H](C)[C@@H](CN(C)S(=O)(=O)c2cn(C)cn2)OCc2ccccc2-c2c(n(C)c3ccccc23)C1=O returned BioA inh 3.0 and TcdB inh -0.2.
C[C@H](CO)N1C[C@H](C)[C@@H](CN(C)Cc2ccc(C(=O)O)cc2)Oc2ccc(NC(=O)Nc3ccc(C(F)(F)F)cc3)cc2CC1=O was read as BioA inh 6.4 and TcdB inh 0.0.
Screening COc1ccc(S(=O)(=O)N[C@H]2CC[C@@H](CCNC(=O)c3ccccc3F)O[C@H]2CO)cc1 returned BioA inh -3.1 and TcdB inh 0.1.
O=C(NCCN1CCCC1)[C@H]1[C@H](CO)[C@H]2Cn3c(cccc3=O)[C@H]2N1C(=O)c1ccccc1 was read as BioA inh -0.4 and TcdB inh 0.3.
Screening CC(C)NC(=O)N(C)C[C@H]1OCCCC[C@H](C)Oc2ccc(NC(=O)Nc3ccc(C(F)(F)F)cc3)cc2C(=O)N([C@@H](C)CO)C[C@H]1C returned BioA inh -1.1 and TcdB inh -0.2.
`O=C(C[C@@H]1C[C@@H]2c3cc(NC(=O)C4CCOCC4)ccc3O[C@@H]2[C@@H](CO)O1)NCCc1ccccc1` gave BioA inh -1.1 and TcdB inh 0.4.

Not all compounds are listed; the hit share may differ from the screen's.
